Tb PYK inh: blocks Trypanosoma brucei pyruvate kinase; Potency, µM (highest dose often 76.8 µM), without a hit: at the highest dose activity, negative = inhibition, usual class: inhibitors; TbPYK enzyme, Kinase-Glo Plus ATP luminescence, 45 min; Q57TT1; 410,000 compounds, 0.12% hits; further: potency means the concentration at half of the fitted maximal effect; on the % scale 0 is the no-effect control and ±100 the full control effect; nearly all actives have a fitted effect of over 50% in size
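T. brucei PYK with substrate was exposed to pin-transferred compounds across a concentration series, then started with 130 uM ADP (final). After 45 min at room temperature, Kinase-Glo Plus luminescence was read, normalized and curve-fitted.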
LmPK inh: LmPK (Leishmania mexicana) enzyme inhibition; Potency, µM (series often up to 57.5 µM), for the others: at the top dose activity change, negative = inhibition, actives largely listed as inhibitors; 290,000 compounds, 0.37% hits; purified LmPK, Kinase-Glo ATP luminescence, 1 h; further: potency means the concentration at half of the fitted maximal effect; on the % scale 0 is the no-effect control and ±100 the full control effect
Target sequence (Q27686 whole entry, looked up): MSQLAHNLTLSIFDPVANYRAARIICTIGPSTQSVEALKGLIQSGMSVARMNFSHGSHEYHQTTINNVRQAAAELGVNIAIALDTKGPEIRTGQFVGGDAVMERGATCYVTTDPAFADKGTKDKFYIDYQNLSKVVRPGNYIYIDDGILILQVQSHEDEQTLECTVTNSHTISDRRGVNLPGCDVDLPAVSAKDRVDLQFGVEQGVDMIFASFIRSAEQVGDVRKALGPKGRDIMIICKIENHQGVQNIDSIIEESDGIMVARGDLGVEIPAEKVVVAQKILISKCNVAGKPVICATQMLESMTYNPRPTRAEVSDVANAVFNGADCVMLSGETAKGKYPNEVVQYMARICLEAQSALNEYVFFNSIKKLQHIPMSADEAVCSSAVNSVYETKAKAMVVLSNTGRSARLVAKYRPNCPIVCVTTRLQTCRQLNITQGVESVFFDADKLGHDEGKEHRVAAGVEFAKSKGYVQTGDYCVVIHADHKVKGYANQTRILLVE
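Kinase-Glo luminescence read after 1 h RT reaction of 0.1 nM LmPK with 0.5 mM PEP and 0.1 mM ADP. Activity scaled between uninhibited and enzyme-free controls.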
HCV inh: HCV inhibition. Huh7.5.1 HCVcc-Cre infection, luciferase reporter, 44 h. Potency, µM (highest dose often 41.8 µM), inactives show at the top dose activity change, negative = inhibition, actives largely listed as inhibitors. 340,000 compounds, 3.4% hits. AID 651820; further: potency means the concentration at half of the fitted maximal effect; on the % scale 0 is the no-effect control and ±100 the full control effect
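Reporter virus HCVcc-Cre (~0.5 moi) infects cells exposed to compound; seeding density 1,000 cells/well with 4 h settling beforehand. Luminescence, 15 sec read, taken 44 h post-infection following a 15 min RT substrate incubation.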
Shiga inhibitor: inhibitors of Shiga toxin in Vero cells. inhibition, % at 38.7 µM. AID 2315. Vero cells, Shiga toxin protein synthesis inhibition reporter. 290,000 compounds, 9.2% hits; in the data active means inhibition mostly above about 28%, no sharp cut-off; inactive means mostly below about 43%; further: 0% is about no effect
CHX counter: counter-screen hit for Shiga toxin inhibitors, cycloheximide; cell reporter, cycloheximide protein synthesis inhibition counterscreen; max response, %; 300,000 compounds, 12% hits; AID 2314; in the data active means max response mostly above about 13%, no sharp cut-off; inactive means mostly below about 14%; further: read at 38.3 µM for the half of the compounds with a filed dose; 0% is about no effect
Pf growth 48h: inhibits P. falciparum growth in the first generation, 48 h; P. falciparum luciferase growth in erythrocytes, 48 h; Potency, µM (titrated, usually from 28.7 µM), for the others: at the highest dose activity change, negative = inhibition, most hits filed as inhibitors; 310,000 compounds, 5.9% hits; AID 504832; further: potency means the concentration at half of the fitted maximal effect; on the % scale 0 is the no-effect control and ±100 the full control effect
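Erythrocytes infected with P. falciparum carrying an integrated firefly luciferase reporter (2% hematocrit, 0.1% parasitemia final) were exposed to compounds in RPMI 1640 with 0.5% Albumax at 37 C, 5% CO2. Growth inhibition was scored as reduced luminescence.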
Pf growth 96h: P. falciparum growth inhibition at 96 hour, primary screen for plastid delayed-death inhibitors. P. falciparum luciferase reporter growth, 96 h. Potency, µM (series often up to 28.7 µM), inactives show at the highest dose activity change, negative = inhibition, usual class: inhibitors. 320,000 compounds, 6.9% hits. AID 504834; further: potency means the concentration at half of the fitted maximal effect; on the % scale 0 is the no-effect control and ±100 the full control effect
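Delayed-death screen, second-generation endpoint: infected erythrocytes, 2% hematocrit, 0.05% parasitemia final; 96 hours at 37 C, 5% CO2; luciferase detection reagent; luminescence decrease equals reduced growth.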
Starred values were filed as active, the others as inactive; ? = inconclusive; · = no result given; & = joins results of further samples; [ ] = another dose, or the depositor's remark. Unless noted, the call rests on the fitted dose curve; in most records, active means well fitted curve in the direction sought with a large enough effect; inconclusive means small, poorly fitted or top-dose-only effect, or another doubt; inactive means no such curve, though single readings can be large; an effect the other way counts as inactive or inconclusive.

SMILES	Tb PYK inh	LmPK inh	HCV inh	Shiga inhibitor	CHX counter	Pf growth 48h	Pf growth 96h
CCOc1ccc(-c2nnc(Nc3ccc(OC)c(C(=O)N4CCCCC4)c3)c3ccccc23)cc1	2.4%	2.6%	14.1µM*	-4.6	-3.3	4.15µM*	1.17µM*
CCC(C)Sc1ccc([C@H]2N[C@@](CC(C)C)(C(=O)OC)[C@H]3C(=O)N(CC)C(=O)[C@@H]23)cc1 (stereo partly specified)	-5.0%	·	-13.5%	·	·	9.28µM*	?
Cc1cc(=O)oc2cc(OCC(=O)NCCc3c[nH]c4ccc(F)cc34)ccc12	2.6%	-1.9%	-19.1%	-4.5	-1.0	1.8%	9.0%
O=C(N/C(=C/c1ccco1)C(=O)N1CCc2ccccc21)c1ccco1	?	0.5%	-14.9%	21.4	2.6	-14.9%	?
COc1ccccc1C(C)NS(=O)(=O)c1cccs1 (stereo unspecified)	·	5.1%	·	-6.1	-8.7	16.1%	2.3%
NN/C(=C\[N+](=O)[O-])Nc1ccc(Cl)cc1	-6.2%	-2.8%	0.8%	39.6	12.8	-12.1%	17.3%
CN(C)c1cccc(C(=O)Nc2ccc(N3CCOCC3)cc2)c1	1.2%	-29.9%	-22.6%	76.7	23.2*	34.8%[activator]	·
CCOC(=O)C1(Cc2ccccc2C)CCCN(C(=O)CN2CCCCC2=O)C1 (stereo unspecified)	0.3%	-3.3%	19.1%	28.6	6.6	?	15.2%
CC(=O)OC(C)[C@H]1CC[C@H]2[C@@H]3CC[C@H]4C[C@@H](OC(C)=O)CC[C@]4(C)C3=CC[C@]12C (stereo partly specified)	5.0%	·	10.6%	·	·	?	57.4%[activator]
COc1ccc(OCC(=O)Nc2cccc(-c3nc4ccccc4o3)c2)cc1	0.6%	2.5%	10µM*	122.9*	44.7*	0.8%	?
N#Cc1cc2c(=O)n3ccccc3nc2n(-c2ccc(Cl)cc2)c1=O	1.2%	-6.1%[11.5 µM]	9.6%	-8.0	14.5	-2.3%	4.2%
O=c1[nH]c(C(Cl)(Cl)Cl)nc2ccc3ccccc3c12	23.2%	-6.4%	1.9%	-9.8	-2.4	?	-27.9%
CCc1ccc(CN2CCCC(C(=O)Nc3ccccc3-c3ccc(OC)cc3)C2)o1 (stereo unspecified)	4.0%	6.2%	?	-9.8	-1.6	?	?
CCOCc1nnc(NC(=O)C2c3ccccc3Oc3ccccc32)s1	2.3%	2.2%	17.4%	-6.4	-1.8	2.1%	43.9%[activator]
Cc1cccc(C(=O)NC(NCCc2ccccc2)C(Cl)(Cl)Cl)c1 (stereo unspecified)	-5.0%	-4.1%	-20.8%	108.6*	-5.4	?	3.7µM*
CC(=O)c1cccc(NC(=S)N2CCCC2)c1	-1.6%	-3.1%	7.5%	12.2	0.2	11.9%	37.1%[activator]
Cc1ccc(S(=O)(=O)N2CCCC2CNC(=O)C(=O)Nc2ccccc2)cc1 (stereo unspecified)	-11.0%	·	0.9%[8.37 µM]	·	·	-9.4%	-8.8%
O=S(=O)(c1ccc(Br)cc1)N1CCN=C1SCc1cccc(F)c1	-6.0%	-1.6%	-5.9%	-9.3	1.7	-2.5%	-14.1%
Cc1cc(C(F)(F)F)c2c(n1)sc1c(O)cc(=O)[nH]c12	-9.0%	-9.9%	?	-16.0	-2.7	1.1%	·
O=C(Cn1cc(C(F)(F)F)ccc1=O)N/N=C/c1ccc(Cl)c(Cl)c1	10.5%	0.8%	-5.1%	-6.0	-5.5	15.8%	60.3%[activator]
O=C(Cn1cnc2c(oc3ccccc32)c1=O)NCC1CCCO1 (stereo unspecified)	-1.5%	0.5%	0.7%	-4.7	6.2	18.1%	?
COc1ccc(OC)c(CN2CCN(C(=O)c3cccc(S(=O)(=O)Nc4ccc(C)cc4)c3)CC2)c1	1.0%	·	10µM*	·	·	10.4µM*	9.28µM*
O=C(Nc1ccc(C2CC2(Cl)Cl)cc1)c1ccccc1Br (stereo unspecified)	14.0%	1.3%	-1.2%	56.6*	44.6*	64.7%[activator]	0.928µM*
COc1ccc(CNC(=O)CCc2ccc(S(=O)(=O)N3CCCCCC3)cc2)cc1	2.5%	·	-28.7%	·	·	?	?
O=C(Cc1coc2ccc3ccccc3c12)N1CCc2ccccc21	·	2.8%	?	-9.2	-3.7	-13.4%	8.28µM*
O=C(O)Cc1cccc(OCCCN(Cc2cccc(C(F)(F)F)c2Cl)CC(c2ccccc2)c2ccccc2)c1	5.9%	·	·	10.1	0.1	·	·
COC(=O)[C@H](C)[C@@H]1C[C@@]1(C)[C@@H](NC(=O)OCc1ccccc1)c1ccccc1	3.5%	3.7%	5.0%	25.9	-1.9	?	?
Cc1ccc(-n2c(Cl)c(Cl)nc(Cl)c2=O)cc1	3.6%	-2.1%	7.08µM*	-3.5	-6.0	-24.9%	?
CCCc1ncc(C(O)(c2ccccc2)c2ccc(C)cc2)n1C (stereo unspecified)	5.2%	-2.1%	5.6%	-8.4	-2.0	?	?
Cc1cccc(OCCCCCNCCO)c1	-1.4%	13.6%	-17.3%	-29.3	-3.3	·	-23.7%

3 compounds picked at random from the list so far:
SMILES	Tb PYK inh	LmPK inh	HCV inh	Shiga inhibitor	CHX counter	Pf growth 48h	Pf growth 96h
Cc1ccc(S(=O)(=O)N2CCCC2CNC(=O)C(=O)Nc2ccccc2)cc1 (stereo unspecified)	-11.0%	·	0.9%[8.37 µM]	·	·	-9.4%	-8.8%
O=C(Nc1ccc(C2CC2(Cl)Cl)cc1)c1ccccc1Br (stereo unspecified)	14.0%	1.3%	-1.2%	56.6*	44.6*	64.7%[activator]	0.928µM*
O=C(Cn1cc(C(F)(F)F)ccc1=O)N/N=C/c1ccc(Cl)c(Cl)c1	10.5%	0.8%	-5.1%	-6.0	-5.5	15.8%	60.3%[activator]

Continuation.
SMILES	Tb PYK inh	LmPK inh	HCV inh	Shiga inhibitor	CHX counter	Pf growth 48h	Pf growth 96h
Cc1ccc2c(=O)cc(C(=O)NC3CCS(=O)(=O)C3)oc2c1C (stereo unspecified)	0.0%	2.5%	-4.5%	12.9	12.8	10.4%	?
CCn1nc(NS(=O)(=O)c2ccccc2)c2cc3ccc(C)cc3nc21	-10.9%	-9.0%	4.1%	3.3	-4.9	6.8%	?
COc1cccc(NC(=O)c2cccc(OC)c2OC)c1	7.4%	-2.7%	?	125.1*	69.8*	140.8%[activator]	·
O=C(Nc1nnc(N2CCCCCC2)s1)c1cc(-c2ccc(Br)cc2)on1	-2.8%	4.2%	0.5%&4.5%	-7.3	-5.7	10.8%	?
Cc1ccc(C(=O)NC(C)c2ccccc2)cc1Br (stereo unspecified)	-16.8%	0.3%	-18.8%	38.4	12.6	23.3%	62.9%[activator]
Cc1ccc(CNC(=O)c2sc3ccc(S(=O)(=O)N4CCCCC4)cc3c2N)cc1	·	1.7%	31.6µM*	21.0	-3.9	-9.4%	?
Cc1ccc(N2OC3C(=O)NC(=O)C3C2c2ccco2)cc1 (stereo unspecified)	-7.4%	-6.3%	11.5%	-8.4	2.0	-0.1%	35.4%[activator]
COc1ccc(OC)c(C(=O)C2COC(=O)C2)c1 (stereo unspecified)	3.5%	2.5%	0.3%	5.8	-0.6	10.4µM*	49.2%[activator]
CC(=O)c1ccccc1NC(=O)COC(=O)Cc1cccc(C(F)(F)F)c1	1.5%	·	-8.1%	·	·	-14.7%	-20.7%
Cc1ncccc1C(=O)N1CCCC(C(=O)c2ccc3c4c(cccc24)CC3)C1 (stereo unspecified)	1.4%	4.8%	-19.4%	15.9	-2.5	?	22.1%
COC(=O)c1c(C)[nH]c(C(=O)CSc2nnnn2-c2ccccc2)c1C	0.0%	0.5%	-15.3%	-5.1	-2.4	44.6%[activator]	·
Cc1cccc(-c2nnc(SCC(=O)N3c4ccccc4CCc4ccccc43)n2C)c1	-8.9%	-2.1%	?	-12.9	-1.3	?	5.1%
COc1ccc(NC(=O)CC2Oc3ccc(C)cc3NC2=O)cc1 (stereo unspecified)	-0.5%	0.4%	-3.6%	-9.2	-7.9	·	?
Cc1cc(=O)oc2c(C)c(OCC(=O)N3CCN(c4cccc(Cl)c4)CC3)ccc12	-5.7%	1.1%	?	-14.3	-4.3	-9.3%	-10.6%
CCCCN=c1sc(C(=O)OC)cc(=O)n1CCCC	1.0%	-11.9%	?	-21.9	1.7	3.9%	?
CN(C1CCCCC1)S(=O)(=O)c1ccc(NC(=O)Cn2nc(-c3ccc(F)cc3)ccc2=O)cc1	3.0%	1.1%	-7.2%	-2.9	0.6	5.5%	1.7%
Cn1c(CCNC(=O)c2ccc(F)cc2)nc2ccccc21	-9.8%	1.0%	?	-5.4	1.7	34.4%[activator]	6.8%
CCN(CC(=O)NCc1cccs1)C(=O)c1ccc(S(=O)(=O)N(CC)c2ccccc2)cc1	1.8%	·	-10.6%	·	·	?	-28.6%
COC(=O)c1ccc(CSc2nnnn2C)o1	7.1%	1.2%	9.7%	19.0	-0.9	-4.7%	?
CSC[C@@H]1NC(=S)N(c2ccc(C)cc2)C1=O	3.0%	-0.2%	31.6%[activator]	-5.5	-1.1	6.2%	3.0%
COc1ccc2c(c1)Sc1ccccc1N2	-10.3%	-14.0%	?	29.1	30.5*	-9.1%	?
O=C(CCc1ccccc1)N1CCCC(Nc2ccc(F)cc2)C1 (stereo unspecified)	-6.0%	-1.5%	15.1%	5.4	8.9	?	?
Cc1ccc2ccccc2c1NC(=O)CNC1CCCCC1	-5.2%	-3.5%	?	-7.0	2.9	2.4%	?
Cc1cccc([C@@H](NC(=O)OC(C)(C)C)C(=O)OC(C)(C)C)c1	-3.0%	·	6.4%	·	·	?	?
CCOC(=O)N1CCN(C(=O)CSc2nc(=O)n3cc(C)ccc3n2)CC1	4.0%	·	?	·	·	21.0%	-1.9%
Fc1ccc(Nc2nc(-c3ccncc3)nc3ccccc23)cc1	1.0%	2.6%	?	-9.7	-2.2	-21.7%	?
Cc1ccc(NC(=S)NCCc2cnc[nH]2)cc1C	2.1%	0.6%	5.2%	-8.0	-1.8	2.3%	32.7%[activator]
COc1ccc(NC(=O)CCC(=O)Nc2nnc(CC(C)C)s2)cc1Cl	-1.2%	-11.1%	11.1%	4.4	-8.5	0.0%	?
Cc1ccc2cc(CCNC(=O)c3ccc(S(=O)(=O)N4CCOCC4)cc3)c(=O)[nH]c2c1	4.3%	-0.4%	·	1.0	-4.7	?	13.1µM*
COP(=O)(OC)C(NC(C)=O)C(Cl)(Cl)Cl (stereo unspecified)	6.3%	-11.5%	-2.6%	27.3	-3.5	7.3%	-5.0%
CCOC(=O)C1CCN(C(=O)c2cccc(S(=O)(=O)N3c4ccccc4CC3C)c2)CC1 (stereo unspecified)	2.5%	·	-11.4%	·	·	?	?
CC1CCCCN1C(=O)CN1C(=O)CSc2ccc(S(=O)(=O)N3CCOCC3)cc21 (stereo unspecified)	1.6%	0.3%	15.4%	-8.1	1.1	-12.1%	6.6%

Single entries from above:
CC1CCCCN1C(=O)CN1C(=O)CSc2ccc(S(=O)(=O)N3CCOCC3)cc21 (stereo unspecified) – Shiga inhibitor = -8.1
Cc1cccc([C@@H](NC(=O)OC(C)(C)C)C(=O)OC(C)(C)C)c1 – HCV inh = 6.4%
